Screening data as filed in PubChem.
JNK3 inh: JNK3 (human) kinase inhibition; P53779; purified JNK3 kinase activity, HTS; inhibition, % at 8 µM; hit rate 0.61% among 60,000; in the data active = inhibition above about 17%;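 note: 0% = DMSO and 100% = reference inhibitor; many of its hits are not listed in these tables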
PKA inh: inhibitors of human protein kinase A; PKA Kemptide phosphorylation, Kinase-Glo ATP luminescence; inhibition, % at 6 µM; hit rate 0.1% among 65,000; AID 524;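 active = inhibition above the screen-wide mean inhibition plus 3 SD, cut at about 21% in these data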; note: many of its hits are not listed in these tables
RORA act: RORA (human) activation; activation, % at 10 µM; AID 560; hit rate 1.5% among 65,000; P35398; CHO-K1 Gal4-RORA LBD luciferase reporter, luminescence; percent increase over mock-subtracted basal signal;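 active = activation above the mean of all tested compounds plus 3 SD, cut at about 49% in these data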;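 note: 0% = DMSO-treated RORA cells and 100% = added signal equal to DMSO minus mock-transfected cells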
CatB block: blocks human cathepsin B protease activity; P07858; purified cathepsin B, fluorogenic substrate, fluorescence; inhibition, %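 (tested at 10 µM)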; hit rate 0.1% among 63,000; in the data active = inhibition above about 21%;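 note: 0% = enzyme with no compound and 100% = no enzyme blank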
Ec RNAP inh: blocks E. coli RNA polymerase transcription. P0A8V2. fluorescence transcription assay. inhibition, %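 (tested at 10 µM)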. hit rate 0.2% among 62,000. AID 559; in the data active = inhibition above about 20%;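 note: 0% = enzyme without compound and 100% = no enzyme blank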
Target sequence (P0A8V2 whole entry, looked up): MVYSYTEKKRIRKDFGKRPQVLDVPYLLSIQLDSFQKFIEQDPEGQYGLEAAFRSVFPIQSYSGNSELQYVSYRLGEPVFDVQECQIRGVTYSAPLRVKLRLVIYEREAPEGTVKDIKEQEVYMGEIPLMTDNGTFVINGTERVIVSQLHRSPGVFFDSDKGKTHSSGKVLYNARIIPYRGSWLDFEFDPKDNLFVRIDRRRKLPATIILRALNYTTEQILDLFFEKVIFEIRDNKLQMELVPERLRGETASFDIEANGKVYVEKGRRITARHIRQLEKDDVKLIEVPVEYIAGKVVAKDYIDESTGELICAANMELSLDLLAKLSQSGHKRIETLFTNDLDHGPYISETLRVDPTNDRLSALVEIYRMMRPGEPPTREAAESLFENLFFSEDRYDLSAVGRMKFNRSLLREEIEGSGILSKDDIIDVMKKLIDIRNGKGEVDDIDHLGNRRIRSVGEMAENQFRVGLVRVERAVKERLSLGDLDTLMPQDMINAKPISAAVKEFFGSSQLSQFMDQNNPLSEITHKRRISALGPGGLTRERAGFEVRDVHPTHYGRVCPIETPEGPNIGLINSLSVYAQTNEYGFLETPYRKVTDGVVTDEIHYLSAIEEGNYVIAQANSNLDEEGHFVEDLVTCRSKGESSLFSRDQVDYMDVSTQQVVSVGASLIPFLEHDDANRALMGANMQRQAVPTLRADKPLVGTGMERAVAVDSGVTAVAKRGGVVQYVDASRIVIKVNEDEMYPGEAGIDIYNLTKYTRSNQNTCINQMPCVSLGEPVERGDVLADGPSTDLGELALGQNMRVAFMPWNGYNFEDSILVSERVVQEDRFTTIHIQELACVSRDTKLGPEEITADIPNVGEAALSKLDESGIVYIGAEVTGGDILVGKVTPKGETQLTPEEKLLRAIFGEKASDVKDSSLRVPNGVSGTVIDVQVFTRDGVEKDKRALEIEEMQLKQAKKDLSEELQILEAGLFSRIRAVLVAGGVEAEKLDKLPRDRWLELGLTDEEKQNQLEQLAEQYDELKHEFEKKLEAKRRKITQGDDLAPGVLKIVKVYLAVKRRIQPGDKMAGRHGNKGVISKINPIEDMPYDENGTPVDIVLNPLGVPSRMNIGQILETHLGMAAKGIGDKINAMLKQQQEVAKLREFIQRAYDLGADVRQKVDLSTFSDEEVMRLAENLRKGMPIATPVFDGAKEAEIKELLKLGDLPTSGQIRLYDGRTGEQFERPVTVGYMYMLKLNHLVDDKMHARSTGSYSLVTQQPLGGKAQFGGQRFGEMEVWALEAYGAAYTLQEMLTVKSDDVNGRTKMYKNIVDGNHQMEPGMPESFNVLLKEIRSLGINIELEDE
CatB mixtures: human cathepsin B inhibition by mixtures | hit rate 0.06% among 62,000 | inhibition, %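 (ten-compound pools at 5 µM per compound and 50 µM total)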 | P07858 | Purified cathepsin B, AMC dipeptide fluorescence, compound mixtures | AID 488; in the data active = inhibition above about 22%, passing the limit was not always enough;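 note: 0% = enzyme without compound and 100% = no enzyme blank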
AP ELISA ortho: orthogonal test for alternative complement pathway inhibitors; Human serum alternative complement pathway, LPS-coated ELISA, C3 deposition; tested in compound mixtures; inhibition, % at 5 µM; hit rate 0.08% among 62,000;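 active = inhibition above 30% in each of the two pooled mixtures holding the compound, so the lower value exceeds 30%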;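 note: 0% = serum in Mg-EGTA without compound and 100% = EDTA serum blank; some compounds past the cut are filed as inactive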
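Test system: human serum complement alternative pathway, C3 deposition onto LPS / Medium: Mg2+-EGTA GVB++ buffer containing human serum at 1:15 dilution / Probe or stimulus: Plate-bound LPS / Times: 1 h at 37 °C / Signal: ELISA with HRP anti-human C3 antibody, TMB substrate, absorbance 450 nm / Measure: percent inhibition / Repeats: two pool placements per compound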
ROCK2 blocker: inhibitors of human Rho kinase 2; O75116; purified ROCK2, Kinase-Glo ATP depletion luminescence; inhibition, % at 6 µM; hit rate 0.35% among 60,000; AID 604;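 active = inhibition above the screen-wide mean inhibition plus 3 SD, cut at about 18% in these data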;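 note: plate controls were DMSO wells for no effect and Y-27632 control wells after no-enzyme background subtraction for full effect; many of its hits are not listed in these tables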
CatS block: human cathepsin S inhibition; recombinant cathepsin S, AMC dipeptide fluorescence, pooled mixtures; inhibition, %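 (tested at 5 µM per compound within 10-compound mixtures)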; P25774; AID 501; hit rate 0.06% among 62,000; in the data active = inhibition above about 32%, passing the limit was not always enough;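 note: 0% = enzyme without compound and 100% = blank without enzyme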
* marks the source's active call; other numbers are inactive results; x = not tested or not shown.

1	Cn1c(=O)oc2cc(S(=O)(=O)N3CCCC(C(=O)N4CC=C(c5ccccc5)CC4)C3)ccc21 (stereo not given)
2	Cc1cccc(N(C)S(=O)(=O)c2cccc3nsnc23)c1
3	COc1ccc(N2CCN(C(=O)C3CCN(S(=O)(=O)N4CCOCC4)CC3)CC2)cc1
4	CC(C)NC(=O)c1c(O)c2ccccc2[nH]c1=O
5	COC(=O)c1cn(NC(=O)C2COc3ccccc3O2)c(=O)c2ccccc12 (stereo not given)
6	COc1cc(C(=O)NCc2nnc(SCC(=O)N3CCCCC3)o2)cc(OC)c1OC
7	COc1ccc2c(c1)c1c(n2C(C)=O)C(OC(C)=O)=NCC1
8	Nc1nc(-c2cccnc2)nn1C(=O)CCc1ccccc1

Compound,1,2,3,4,5,6,7,8
JNK3 inh,-4,x,-6,3,x,x,2,-2
PKA inh,8,8,-4,5,7,3,6,-4
RORA act,-20,1,-24,-10,-22,-2,-9,1
CatB block,1,2,4,2,4,1,-3,x
Ec RNAP inh,3,5,4,12,8,3,9,x
CatB mixtures,2,-1,-1,10,0,3,5,x
AP ELISA ortho,9,5,7,2,-1,9,5,x
ROCK2 blocker,5,x,-2,3,x,x,0,0
CatS block,4,-1,3,19,1,4,7,x

9	Cc1cccc(NC(=O)CSC(N)=O)c1C
10	NC(=O)COC(=O)CNC(=O)c1ccc(Cl)cc1
11	C=CCNC(=O)C(C)N1C(=O)c2ccccc2C1=O (stereo not given)
12	O=C(c1noc2c1CCCCC2)N1CCN(C(c2ccccc2)c2ccccc2)CC1
13	CC(NC(=O)COc1ccccc1)C(=O)NC1=NCCS1 (stereo not given)
14	CCOc1ccc(NC(=O)CSc2nnc(Cn3c(=O)sc4ccccc43)n2C)cc1
15	COc1ccccc1NS(=O)(=O)c1ccc(NC(=O)c2nc3ncccn3n2)cc1
16	Cc1cc(C)c2nc3c(c(C(=O)O)c2c1)CCC3

Compound,9,10,11,12,13,14,15,16
JNK3 inh,-3,x,9,2,-2,-2,6,10
PKA inh,8,8,4,1,-3,6,12,5
RORA act,-6,-5,4,-12,-14,-14,-22,3
CatB block,7,-2,2,2,3,4,0,3
Ec RNAP inh,5,2,5,6,10,3,8,x
CatB mixtures,5,-1,-1,3,2,-2,3,2
AP ELISA ortho,20,8,7,7,-7,12,10,-4
ROCK2 blocker,3,x,4,0,-2,4,6,-6
CatS block,0,14,-1,1,5,-4,8,-4

17	N#Cc1c2c(c(=S)n(-c3ccccc3)c1N)CCCC2
18	CCC(=O)Nc1nc2c(OC)ccc(OC)c2s1
19	Cc1cc(OCC(O)CN2CCN(C)CC2)ccc1C(C)C (stereo not given)
20	COc1cc(-c2nc3n(n2)C(c2ccncc2)C(C(N)=O)=C(C)N3)cc(OC)c1OC (stereo not given)
21	CC1CCN(C(=O)CSc2nnc(-c3cc4ccccc4cc3O)n2Cc2ccco2)CC1
22	Cc1nn(-c2ccccc2)c(Cl)c1C(=O)N1CCN(c2ncnc3c2cnn3-c2ccccc2)CC1
23	O=C(NC1(C(F)(F)F)NC(=O)N(CC2CCCCC2)C1=O)c1ccco1 (stereo not given)
24	CN(CCc1ccccn1)C(=O)CCNC(=O)Cn1cnc2ccccc2c1=O

Compound,17,18,19,20,21,22,23,24
JNK3 inh,2,1,-1,2,1,-2,0,2
PKA inh,9,-1,16,14,4,4,7,4
RORA act,2,-1,-11,2,10,-37,9,-25
CatB block,-3,0,1,-3,-2,3,-1,0
Ec RNAP inh,6,2,-2,8,0,6,9,11
CatB mixtures,1,1,3,6,2,-6,-1,5
AP ELISA ortho,14,5,13,6,4,-7,-3,6
ROCK2 blocker,6,2,1,4,5,5,2,7
CatS block,-2,-3,3,17,-3,16,-9,2

25	CC1CCCC(C)N1S(=O)(=O)c1ccc(NC(=O)c2ccccc2C(=O)N2CCOCC2)cc1 (stereo not given)
26	CN1CCN(CC#CC2(O)CCCCC2)CC1
27	CCn1nc(C(=O)OC2CCOC2=O)c2ccccc2c1=O (stereo not given)
28	O=C(CN(C(=O)C1COc2ccccc2O1)c1ccccc1)NCC1CCCO1 (stereo not given)
29	COc1ccc(OC)c(NC(=O)CSc2nnc(-c3ccco3)n2-c2ccccc2)c1
30	CCOC(=O)c1sc2nc(C)cc(C)c2c1N
31	COc1ccc(OC)c(NC(=O)CSC2=NCCS2)c1
32	COC(=O)c1ccc(/C=N\n2c(C)nnc2C)cc1

Compound,25,26,27,28,29,30,31,32
JNK3 inh,-2,2,4,-2,-2,0,-6,-7
PKA inh,5,6,11,0,4,3,1,-8
RORA act,6,-15,-7,-8,2,19,-9,-34
CatB block,1,0,6,1,4,x,0,4
Ec RNAP inh,4,2,8,8,9,-1,6,3
CatB mixtures,-10,-1,3,3,0,-8,4,-1
AP ELISA ortho,-4,-6,3,-5,3,2,3,14
ROCK2 blocker,8,-6,6,-1,-1,5,4,0
CatS block,-7,8,3,-1,0,7,2,19

33	Cn1nnc2c(N3CCCCC3)nccc21
34	Cc1ccc(F)cc1NC(=O)c1cccc(N(C)C)c1
35	O=S(=O)(Nc1cccnc1)c1cc(Cl)ccc1Cl
36	CC(=O)NC(c1ccco1)c1ccc2cccnc2c1O (stereo not given)
37	COCC(=O)c1[nH]c2ccccc2c1C
38	COC(=O)c1[nH]cnc1C(=O)c1ccccc1
39	CCCn1c(N2CCN(CC(=O)NCc3cccs3)CC2)nc2ccccc21
40	CCOC(=O)c1[nH]c(C)c(C(=O)Nc2cc(Cl)ccc2C)c1C

Compound,33,34,35,36,37,38,39,40
JNK3 inh,-2,-4,-6,1,-2,5,6,-4
PKA inh,4,-2,11,8,11,2,1,-9
RORA act,17,7,2,5,8,-12,-7,-4
CatB block,8,-1,-1,-4,4,-4,-5,0
Ec RNAP inh,14,2,-1,7,0,7,11,2
CatB mixtures,7,6,-3,-2,0,5,7,6
AP ELISA ortho,-7,1,13,-3,-6,-1,5,5
ROCK2 blocker,1,-4,0,7,7,11,-1,-1
CatS block,18,-5,17,10,9,-1,7,10

In another format: results already given.
The line under a structure holds: JNK3 inh | PKA inh | RORA act | CatB block | Ec RNAP inh | CatB mixtures | AP ELISA ortho | ROCK2 blocker | CatS block
37. COCC(=O)c1[nH]c2ccccc2c1C
    -2 | 11 | 8 | 4 | 0 | 0 | -6 | 7 | 9
38. COC(=O)c1[nH]cnc1C(=O)c1ccccc1
    5 | 2 | -12 | -4 | 7 | 5 | -1 | 11 | -1

(list continues)
41	COc1ccccc1N1CCN(C(CNS(=O)(=O)c2cc(F)ccc2F)c2cccnc2)CC1 (stereo not given)
42	Cc1cc(OCc2ccc(F)cc2)nc(-c2ccccc2O)n1
43	COc1ccc(OC)c(C2N(c3ccc(Cl)cc3)C(=O)C3CCCN32)c1 (stereo not given)
44	CC(=O)[C@H]1CC[C@H]2[C@@H]3CCC4=CC(=O)CC[C@]4(C)[C@H]3[C@H](O)C[C@]12C
45	COc1ccc(CNc2nc3nc(C)c(Cl)c(=O)n3[nH]2)cc1OC
46	COc1ccc(C(CNC(=O)C2CC(=O)N(Cc3ccc(C)cc3)C2)N(C)C)cc1 (stereo not given)
47	COc1cccc(-c2nn(C)c3sc(C(=O)NCc4ccco4)cc23)c1
48	COCC(C)n1c(COc2ccccc2F)nnc1SCc1c(C)noc1C (stereo not given)

Compound,41,42,43,44,45,46,47,48
JNK3 inh,x,-10,1,7,0,x,7,2
PKA inh,10,1,3,-3,4,-4,5,-4
RORA act,8,-20,4,-8,35,-13,-13,-17
CatB block,-1,x,6,5,-2,-5,-6,6
Ec RNAP inh,1,2,6,6,9,4,0,10
CatB mixtures,5,-17,1,7,0,2,5,2
AP ELISA ortho,14,15,3,-23,2,7,19,7
ROCK2 blocker,x,-2,3,4,0,x,4,0
CatS block,-9,-26,5,19,2,2,-12,-4

Limited to ROCK2 blocker and CatS block, for two of the compounds above:
| # | smiles | ROCK2 blocker | CatS block |
| --- | --- | --- | --- |
| 11 | C=CCNC(=O)C(C)N1C(=O)c2ccccc2C1=O (stereo not given) | 4 | -1 |
| 16 | Cc1cc(C)c2nc3c(c(C(=O)O)c2c1)CCC3 | -6 | -4 |

Later entries.
49	O=S(NCc1ccccc1)C12CC3CC(CC(C3)C1)C2 (stereo not given)
50	Cc1c(OCC(F)(F)F)ccnc1CS(=O)c1nc2ccccc2[nH]1 (stereo not given)
51	COc1cc(C(=O)Nc2nccs2)ccc1OCc1c(C)noc1C
52	Cc1ccc(S(=O)(=O)N2CCN(S(=O)(=O)N3CCCCC3)CC2)cc1
53	COC(=O)/C(=C1/Oc2cc3c(cc2S1)OCO3)C(F)(F)F
54	Cc1coc2c(O)cc3c(c12)OC1(N2CCCCC2)C(=O)NCCCC31 (stereo not given)
55	O=C(CCN1C(=O)c2ccccc2S1(=O)=O)N1CCN(c2ccccc2)CC1
56	COc1ccc(OC)c(S(=O)(=O)Nc2ccccc2SC)c1

Compound,49,50,51,52,53,54,55,56
JNK3 inh,-8,-2,21*,2,4,5,2,-2
PKA inh,2,-3,5,2,-7,5,2,-1
RORA act,-13,9,-6,-4,0,3,11,1
CatB block,2,6,-1,0,4,-1,7,4
Ec RNAP inh,15,8,-4,4,5,8,9,5
CatB mixtures,6,5,6,3,4,x,7,6
AP ELISA ortho,8,0,20,10,-10,x,-2,1
ROCK2 blocker,-1,-4,3,4,-2,5,6,-12
CatS block,19,30,-3,0,9,x,16,-3

Reprinted at random: three records from the list, in no set order.
18	CCC(=O)Nc1nc2c(OC)ccc(OC)c2s1
16	Cc1cc(C)c2nc3c(c(C(=O)O)c2c1)CCC3
13	CC(NC(=O)COc1ccccc1)C(=O)NC1=NCCS1 (stereo not given)

Compound,18,16,13
JNK3 inh,1,10,-2
PKA inh,-1,5,-3
RORA act,-1,3,-14
CatB block,0,3,3
Ec RNAP inh,2,x,10
CatB mixtures,1,2,2
AP ELISA ortho,5,-4,-7
ROCK2 blocker,2,-6,-2
CatS block,-3,-4,5

Only part of the results is shown. The share of hits here may be higher or lower than overall.
